NR2E3 ag-1 – inhibitors of NR2E3-RetCOR corepressor binding, primary screen, NR2E3 agonist project, biochemical, TR-FRET, GST-NR2E3, biotin-RetCOR | Photoreceptor-specific nuclear receptor (Homo sapiens), Q9Y5X4 | 1536-well | inhibition of corepressor binding, % at 4.78 µM | 320,000 compounds, 0.12% hits | AID 2300, 2010;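 active = percent inhibition above the cutoff of mean plus 3 SD of all tested compounds, set per screening campaign, cut at about 20% in these data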;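 note: 0% = DMSO wells and 100% = biotin wells as full block of FRET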
Target sequence (Q9Y5X4 whole entry, looked up): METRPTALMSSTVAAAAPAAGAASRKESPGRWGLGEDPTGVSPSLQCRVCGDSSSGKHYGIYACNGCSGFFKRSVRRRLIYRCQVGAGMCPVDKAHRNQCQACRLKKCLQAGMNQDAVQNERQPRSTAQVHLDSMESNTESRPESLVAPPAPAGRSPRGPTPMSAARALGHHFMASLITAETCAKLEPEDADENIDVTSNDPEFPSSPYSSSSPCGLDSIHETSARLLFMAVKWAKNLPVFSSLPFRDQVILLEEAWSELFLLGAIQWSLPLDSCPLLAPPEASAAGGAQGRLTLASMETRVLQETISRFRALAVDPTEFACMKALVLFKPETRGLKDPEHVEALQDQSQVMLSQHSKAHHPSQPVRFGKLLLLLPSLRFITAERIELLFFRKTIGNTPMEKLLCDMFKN
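system = GST-tagged NR2E3 plus biotinylated RetCOR corepressor | input = 1.35 nM GST-NR2E3 | also added = 7 nM biotin-RetCOR | schedule = 5 h incubation at 4 °C | measured by = TR-FRET with europium anti-GST and streptavidin-D2, 340 nm excitation | read-out = percent loss of FRET ratio relative to control wells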
TRAIL sens C8 – viability loss with TRAIL in NB7+C8 cells, primary screen, TRAIL sensitizer project, cell-based, ATPlite luminescence; inhibition (viability loss, TRAIL sensitization), % at 10 µM; 360,000 compounds, 1% hits;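 active = compounds causing at least 50% loss of cell viability in the single-dose screen, relative to plate controls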
Shn3 3UTR inh – reduction of Shn3 3'UTR firefly luciferase signal, primary screen, Schnurri-3 inhibitor project, cell-based, Clone20 osteoblasts, set 2; 360,000 compounds, 0.52% hits; AID 588674, 2011; Clone20 osteoblast Shn3 3'UTR firefly luciferase, 24 h; inhibition, % at 12.5 µM;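 active = mean inhibition of at least 75% with every replicate also reaching 75%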;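 note: 0% = median of neutral control wells and 100% = pilot-screen positive control compound; some compounds past the cut are filed as inactive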
Peg3 prom inh – Peg3 promoter-driven luciferase inhibitors, primary screen, cell-based, HeLa, luciferase luminescence; HeLa PEG-Prom luciferase reporter, overnight; inhibition, % at 20 µM; 360,000 compounds, 1.7% hits;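 active = inhibition of at least 50% at 20 µM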
NR2E3 ag-2 – NR2E3 agonists in two-hybrid cells, primary screen, cell-based, luminescence, CHO-S, Gal4-NCOR/VP16-NR2E3. Photoreceptor-specific nuclear receptor (Homo sapiens), Q9Y5X4. luciferase. inhibition of corepressor binding, % at 3.98 µM. 360,000 compounds, 0.35% hits. AID 602229, 2012;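 active = inhibition above the mean of all tested compounds plus 3 SD, cut at about 70% in these data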;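 note: 0% = DMSO with NR2E3 transfected cells and 100% = cells lacking NR2E3 construct; higher means lower luciferase signal from less NR2E3 corepressor binding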
KKLEB cytotox – cytotoxicity in KKLEB CF airway cells, primary screen, cytotoxicity control for CF NF-kB inhibitor project, cell-based, uHTS, fluorescence assay plates; KKLEB CF airway cells viability, ATPlite luminescence, overnight; active compounds read low; cells stimulated with P. aeruginosa culture filtrate; 360,000 compounds, 0.36% hits; activity change (cytotoxicity), % at 5 µM;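 active = corrected activity change at or below -50% at 5 µM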
TROY signal inh – inhibitors of TROY-driven NF-kB signaling, primary screen, Q293 LMP1-TROYcd cells, NF-kB luciferase, uHTS; Q293 LMP1-TROYcd NF-kB luciferase reporter, 4 h; inhibition, % at 10 µM; 360,000 compounds, 0.98% hits;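 active = compounds whose plate-normalised and pattern-corrected inhibition of the luciferase reporter signal at the single screening dose is 50% or more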
TRPM1 prom inh – inhibitors of MITF-dependent TRPM1 promoter reporter, primary screen, cell-based, SK-MEL-5, single point, luciferase; 330,000 compounds, 0.83% hits; SK-MEL-5 TRPM1 promoter luciferase, 24 h; inhibition, % at 12.5 µM;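 active = mean inhibition across replicates of 60% or more, whatever share of single replicates reaches that level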; note: values of inactives mirror those of a sister screen read the other way
TWEAK Fn14 block – inhibitors of TWEAK-Fn14 signaling, primary screen, luciferase reporter cells, uHTS. TWEAK-stimulated Fn14 reporter cells, luciferase luminescence, 8 h. inhibition, % at 10 µM. 360,000 compounds, 2% hits; in the data active = inhibition above about 50%
CF NFkB block – inhibitors of PAF-induced NF-kB signaling, primary screen, cell-based, GFP fluorescence, uHTS. KKLEB NF-kB-GFP reporter, GFP fluorescence overnight. inhibition, % at 5 µM. 360,000 compounds, 0.86% hits. AID 588850, 2011;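 active = at least 50% inhibition at 5 µM, scaled per plate between neutral and stimulator controls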;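 note: PAF is a Pseudomonas aeruginosa culture filtrate used as stimulus; plate controls were PAF-stimulated DMSO wells for no effect and unstimulated DMSO wells for full effect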
HIF-2a inh – HIF-2a reporter inhibitors, primary screen, luminescence, 786-0 RCC cells | 786-0 RCC cells HIF-2a reporter, luciferase luminescence, overnight | 360,000 compounds, 0.72% hits | inhibition, % at 18.8 µM;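 active = inhibition of the luminescence signal of 40% or more relative to plate controls, in a single-dose primary screen at 18.75 µM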
* hit, by the source's call; . = not tested or not shown.

#1 Cc1cc(C)c(NC(=O)CSc2nc3ncc(Cl)cc3[nH]2)c(C)c1
#2 O=C(Nc1ccc(F)c(Cl)c1)c1cc(C2CCCCN2C(=O)C2CC2)on1 (stereo not given)
#3 NC(=O)Nc1ccc(C(=O)OCC(=O)N(Cc2ccccc2)C2CCS(=O)(=O)C2)cc1 (stereo not given)
#4 O=C(CSc1n[nH]c(=O)[nH]c1=O)Nc1ccccc1C(=O)c1ccccc1
#5 C=CCn1c(SCC(=O)Nc2ccccc2F)nc2ccccc2c1=O
#6 CC(=O)c1cccc(NC(=O)N2C3CCC2CC(NC(=O)C2CC2)C3)c1 (stereo not given)
#7 Cc1ccc(Sc2ncccc2C(=O)NCC(c2ccc(F)cc2)N2CCOCC2)cc1C (stereo not given)
#8 Cc1ccccc1C(=O)Nc1nnc(SCC(=O)NC2CC2)s1
entry no.,1,2,3,4,5,6,7,8
NR2E3 ag-2,-37.1,-3.9,-13.4,-26.7,-7.6,-29.8,6.0,-17.5
Shn3 3UTR inh,-0.3,12.3,-4.3,-3.0,-1.8,3.5,16.9,-35.3
TROY signal inh,-22.9,4.5,-20.2,-21.4,5.0,4.5,-15.3,-19.3
NR2E3 ag-1,0.8,.,0.5,-6.8,-0.8,3.8,0.2,0.4
TWEAK Fn14 block,13.7,9.5,0.7,-4.7,14.0,3.4,-18.4,11.3
CF NFkB block,15.8,-18.8,-0.9,12.5,10.9,10.1,-11.2,-3.9
TRAIL sens C8,1.4,8.0,14.4,-9.2,-1.5,-13.8,18.4,53.2*
KKLEB cytotox,-3.3,11.9,6.3,-13.2,-10.6,1.2,19.7,-4.3
TRPM1 prom inh,-11.1,.,12.5,9.2,-0.8,4.9,-9.5,-8.8
HIF-2a inh,-1.3,-20.8,16.8,12.9,12.6,22.1,18.5,-35.7
Peg3 prom inh,-12.2,-11.8,9.6,12.1,28.9,9.8,7.1,-104.7

#9 COC(=O)c1ccccc1C(=O)N1CCOCCOCCOCC1
#10 O=C(CNc1cc(S(=O)(=O)N2CCOCC2)ccc1N1CCCC1)Nc1ccc(Cl)cc1
#11 C[C@H](NC(=O)c1ccc2c(c1)OCO2)c1nnc2ccccn12
#12 CS(=O)(=O)Nc1ccc(C(=O)Nc2ccccc2C(=O)NCc2ccco2)cc1
#13 CC1(C)CC(=O)C(C2=NC3(CCCCCC3)Cc3ccccc32)=C(O)C1
#14 O=C(NCc1ccccn1)C1CCCN(S(=O)(=O)c2ccccc2)C1 (stereo not given)
#15 CCOC(=O)CCCNC(=O)CN1C(=O)NC2(CCCCCC2)C1=O
#16 COc1ccc(CNC(=O)C(C)NCc2ccccc2Cl)cc1 (stereo not given)
entry no.,9,10,11,12,13,14,15,16
NR2E3 ag-2,-13.9,-42.6,3.4,-2.4,0.5,-1.0,0.1,-33.5
Shn3 3UTR inh,6.7,5.2,-14.4,-12.0,4.9,-7.2,-1.0,13.9
TROY signal inh,1.5,5.9,-0.4,-7.4,-7.0,14.9,-8.6,7.3
NR2E3 ag-1,6.1,.,0.5,-0.6,6.1,3.4,3.5,0.4
TWEAK Fn14 block,0.0,-6.2,-4.7,-14.8,1.0,11.3,-18.0,17.7
CF NFkB block,-7.9,1.2,-13.5,3.7,-8.9,-8.5,7.5,-3.0
TRAIL sens C8,-4.5,7.2,-0.7,-6.6,-11.2,-13.8,4.8,2.9
KKLEB cytotox,10.7,-2.2,2.5,-16.9,-4.3,5.4,1.6,-2.0
TRPM1 prom inh,12.5,-6.1,6.6,-0.5,12.6,1.9,4.3,3.7
HIF-2a inh,9.8,-2.6,-7.3,6.9,26.5,9.9,20.6,14.1
Peg3 prom inh,12.3,10.6,-13.0,8.7,19.6,-19.6,-9.0,9.9

Next section; it opens with the four that closed the last part.
#13 CC1(C)CC(=O)C(C2=NC3(CCCCCC3)Cc3ccccc32)=C(O)C1
#14 O=C(NCc1ccccn1)C1CCCN(S(=O)(=O)c2ccccc2)C1 (stereo not given)
#15 CCOC(=O)CCCNC(=O)CN1C(=O)NC2(CCCCCC2)C1=O
#16 COc1ccc(CNC(=O)C(C)NCc2ccccc2Cl)cc1 (stereo not given)
#17 C#CCOCCOCCOCCNc1nc(N2CCN(C(=O)[C@H](CO)n3cc([C@@H](N)C(C)C)nn3)CC2)nc(N2CCN(C(=O)[C@H](CCC(=O)O)n3cc([C@@H](N)CCCCN)nn3)CC2)n1
#18 O=C(NC1CC1)c1ccc(N2CCCCC2)c([N+](=O)[O-])c1
#19 Cc1ccc(F)cc1NC(=O)CSCc1c(C)noc1C
#20 C=CCn1cnc2sc(C(=O)Nc3ccccc3OC)c(C)c2c1=O
#21 C/C(=N/Nc1ncc(Br)cn1)c1ccc(Br)cc1
#22 CCCCC(c1nnnn1CCOC)N1CCN(C)CC1 (stereo not given)
#23 Cc1[nH]c2ccccc2c1-c1nc2ccccc2[nH]1
#24 CCOC(=O)Cn1c(-c2ccccc2)nc2ccccc2c1=O
entry no.,13,14,15,16,17,18,19,20,21,22,23,24
NR2E3 ag-2,0.5,-1.0,0.1,-33.5,-29.8,-50.3,-16.1,-14.3,-154.1,-24.9,32.5,-23.4
Shn3 3UTR inh,4.9,-7.2,-1.0,13.9,-10.6,-12.6,-1.1,2.7,-7.1,-9.0,78.1,-19.1
TROY signal inh,-7.0,14.9,-8.6,7.3,0.7,-36.1,7.8,-36.6,-41.6,-17.8,-50.4,-30.6
NR2E3 ag-1,6.1,3.4,3.5,0.4,.,-0.1,3.8,-3.7,3.2,3.0,-1.3,1.8
TWEAK Fn14 block,1.0,11.3,-18.0,17.7,4.1,-34.9,-0.3,-32.6,-33.7,1.9,-19.9,-4.7
CF NFkB block,-8.9,-8.5,7.5,-3.0,-6.4,11.7,10.9,11.2,10.6,4.7,-7.7,-0.7
TRAIL sens C8,-11.2,-13.8,4.8,2.9,-1.5,17.6,9.5,-7.3,-8.5,-11.1,0.6,-5.5
KKLEB cytotox,-4.3,5.4,1.6,-2.0,6.2,5.9,5.3,-14.1,-4.2,4.0,-9.9,-3.2
TRPM1 prom inh,12.6,1.9,4.3,3.7,4.4,-21.5,-10.2,-1.4,-3.7,9.4,-21.4,4.3
HIF-2a inh,26.5,9.9,20.6,14.1,13.7,-111.9,2.4,-10.1,-70.3,13.7,-173.4,-8.5
Peg3 prom inh,19.6,-19.6,-9.0,9.9,-20.1,-78.9,7.3,-15.6,-68.8,0.0,-109.5,-32.9

Copied from above: entries 17 to 18
#17 C#CCOCCOCCOCCNc1nc(N2CCN(C(=O)[C@H](CO)n3cc([C@@H](N)C(C)C)nn3)CC2)nc(N2CCN(C(=O)[C@H](CCC(=O)O)n3cc([C@@H](N)CCCCN)nn3)CC2)n1
#18 O=C(NC1CC1)c1ccc(N2CCCCC2)c([N+](=O)[O-])c1
entry no.,17,18
NR2E3 ag-2,-29.8,-50.3
Shn3 3UTR inh,-10.6,-12.6
TROY signal inh,0.7,-36.1
NR2E3 ag-1,.,-0.1
TWEAK Fn14 block,4.1,-34.9
CF NFkB block,-6.4,11.7
TRAIL sens C8,-1.5,17.6
KKLEB cytotox,6.2,5.9
TRPM1 prom inh,4.4,-21.5
HIF-2a inh,13.7,-111.9
Peg3 prom inh,-20.1,-78.9

Screening results deposited in PubChem BioAssay by several laboratories.

A portion of the library; rates above refer to the full screens.
